VLA-4 antagonist: inhibition of LDV-FITC ligand binding to human VLA-4 integrin; AID 529; P13612; Jurkat cells, LDV-FITC binding with Mn2+, flow cytometry; 100% = Mn2+-driven binding gain fully reversed; inhibition, % at 10 µM (by protocol); 24,000 tested, 0.2% active;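 active = inhibition above 50%; inconclusive = compound itself fluorescent, judged against control cell fluorescence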;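 also: 0% = Mn2+ stimulated cells lacking compound and 100% = ligand binding without Mn2+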
Target sequence (P13612 whole entry, looked up): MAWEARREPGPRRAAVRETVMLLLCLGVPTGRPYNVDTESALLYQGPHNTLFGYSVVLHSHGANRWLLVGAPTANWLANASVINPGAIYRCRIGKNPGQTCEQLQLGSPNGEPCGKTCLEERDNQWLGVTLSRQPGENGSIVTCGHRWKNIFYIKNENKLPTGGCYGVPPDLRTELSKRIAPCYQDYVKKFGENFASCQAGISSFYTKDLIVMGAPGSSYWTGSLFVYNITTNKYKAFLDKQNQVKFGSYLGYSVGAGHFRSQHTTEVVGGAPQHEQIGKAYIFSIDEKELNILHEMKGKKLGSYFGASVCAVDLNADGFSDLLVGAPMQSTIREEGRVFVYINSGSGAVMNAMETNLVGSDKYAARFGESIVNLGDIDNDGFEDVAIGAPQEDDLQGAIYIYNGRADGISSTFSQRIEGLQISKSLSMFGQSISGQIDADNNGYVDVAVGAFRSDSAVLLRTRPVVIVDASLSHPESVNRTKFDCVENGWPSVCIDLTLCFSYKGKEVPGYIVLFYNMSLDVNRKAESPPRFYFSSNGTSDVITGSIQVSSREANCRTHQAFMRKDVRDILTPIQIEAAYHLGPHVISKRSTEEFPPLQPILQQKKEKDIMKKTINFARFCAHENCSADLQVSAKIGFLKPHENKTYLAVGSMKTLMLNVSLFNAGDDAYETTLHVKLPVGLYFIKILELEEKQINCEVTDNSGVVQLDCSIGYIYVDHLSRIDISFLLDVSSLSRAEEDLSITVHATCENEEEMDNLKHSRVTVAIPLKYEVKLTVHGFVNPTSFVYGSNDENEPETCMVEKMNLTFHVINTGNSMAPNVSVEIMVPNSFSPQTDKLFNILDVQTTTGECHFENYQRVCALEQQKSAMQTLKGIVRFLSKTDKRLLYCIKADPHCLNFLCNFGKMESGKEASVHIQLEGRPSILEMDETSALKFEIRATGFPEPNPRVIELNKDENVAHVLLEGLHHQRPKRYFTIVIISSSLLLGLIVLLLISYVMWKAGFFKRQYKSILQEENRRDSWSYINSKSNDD
VLA-4 allo ag: allosterically activates the human VLA-4 integrin. 24,000 tested, under 10 active. activation, % at 10 µM (by protocol). AID 528. Jurkat cells, LDV-FITC binding, flow cytometry;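 active = fluorescent ligand binding to cells raised by more than 40% of the manganese-induced maximum; inconclusive = compound's own fluorescence above 85% of the ligand control signal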;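 also: 0% = ligand binding without compound and 100% = manganese-stimulated maximal binding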
LNCaP diff act: promotes differentiation of LNCaP prostate cells; flow cytometry side scatter, 4 d; side scatter shift, % at 10 µM; 24,000 tested, 0.56% active;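 active = side scatter shift above 30%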;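 also: androgen-responsive LNCaP prostate cancer cells in charcoal-stripped serum medium; percent of cells past a gate set so DMSO wells show 10% shift; higher shift means more granular cells and more differentiation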
Autofluor Jurkat: compound fluoresces in Jurkat cells, VLA-4 screen interference; AID 576; 24,000 tested, 0.61% active; compound autofluorescence, flow cytometry; active compounds read high; 1 = vehicle-only cell background; fluorescence ratio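 (tested at 10 µM compound in the well)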;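 active = fluorescence ratio above 2.44, which is 1 plus 3 SD of all ratios; inconclusive = signal too bright to measure linearly, ratio around 10 or more; inactive = fluorescence ratio below 2.44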;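 also: green fluorescence of cells measured with 488 nm excitation and 530 nm emission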
The depositor's hits bear a star; ? = inconclusive; . = not tested or not shown. These rows are one share of the data. The share of hits here may be higher or lower than overall.

Every second line gives: LNCaP diff act	Autofluor Jurkat	VLA-4 allo ag	VLA-4 antagonist
- CCCS(=O)(=O)N1CCCC(C(=O)NCCCN(CC)c2cccc(C)c2)C1 (configuration not stated)
  10	1.1	-2	3
- Cc1cc(NC(=O)C23CCC(C)(C(=O)O2)C3(C)C)no1 (configuration not stated)
  6	1	0	-14
- COc1ccc(-c2n[nH]c(C)c2-c2ccc(Cl)cc2)c(O)c1OC
  2	1.1	-3	-14
- O=C(c1ccccc1)c1c[nH]c2cc3c(cc2c1=O)OCO3
  2	1.1	-7	7
- Cc1ccc(C)c(N2CCN(C(=O)CCCCn3c(=O)[nH]c4ccccc4c3=O)CC2)c1
  11	1.1	-2	3
- COc1ccc(N2CCN(CCNC(=O)C3CC(=O)N(C4CCCC4)C3)CC2)cc1 (configuration not stated)
  5	0.96	0	10
- O=S(=O)(NCc1ccc(Cl)cc1)c1cnc[nH]1
  3	1	1	8
- COc1ccc(-c2cc(C(=O)N(C)Cc3ccccc3)no2)cc1OC
  11	1.1	-7	24
- COc1ccc(NC(=O)NCc2cccn2C)c(OC)c1
  9	0.97	4	7
- N/C(=N/O)c1nc(N2CCCC2)nc(N(c2ccccc2)c2ccccc2)n1
  4	1.1	-23	48
- Cc1cccn2cc(CNC(=O)C3CCCCC3)nc12
  10	1.1	-1	11
- CC(Oc1ccc2oc(-c3ccccc3)c(C(=O)O)c2c1)C(=O)O (configuration not stated)
  8	1	-4	2
- CC(C)N1C(=O)CCC1C(=O)N1CCCc2ccccc21 (configuration not stated)
  7	1	-1	5
- CCOc1ccc(OCC(=O)c2c(O)c3ccccc3oc2=O)cc1
  13	1	7	9
- COc1ccc(-c2noc(-c3cc(C)cc(C)c3)n2)cc1OC
  14	0.93	?	?
- COc1ccc(N=C2SC(C(=O)Nc3ccc4c(c3)OCO4)CC(=O)N2C)cc1 (configuration not stated)
  3	1.2	-8	38
- CC(C)(C)c1cn(-c2ccccc2)c(=S)[nH]1
  5	1.1	-7	-32
- O=C(NCCN1CCN(c2cccc(Cl)c2)CC1)C1CCCN(S(=O)(=O)c2cnc[nH]2)C1 (configuration not stated)
  8	1	-2	-8
- Cc1ccc(S(=O)(=O)N2CCC(C(=O)N[C@@H](Cc3ccccc3)C(=O)O)CC2)cc1
  4	1.1	7	-9
- C=CCn1c(SCC(=O)c2cccs2)nnc1-c1cccc(OC)c1
  3	1	-16	29

Some of these compounds in order of number of heavy atoms, lowest first.
Every second line gives: LNCaP diff act	Autofluor Jurkat	VLA-4 allo ag	VLA-4 antagonist
- Cc1cccn2cc(CNC(=O)C3CCCCC3)nc12
  10	1.1	-1	11
- C=CCn1c(SCC(=O)c2cccs2)nnc1-c1cccc(OC)c1
  3	1	-16	29
- COc1ccc(N=C2SC(C(=O)Nc3ccc4c(c3)OCO4)CC(=O)N2C)cc1 (configuration not stated)
  3	1.2	-8	38

The results go on.
Every second line gives: LNCaP diff act	Autofluor Jurkat	VLA-4 allo ag	VLA-4 antagonist
- O=C(OCC(=O)c1ccc[nH]1)c1ccc(S(=O)(=O)N2CCCCC2)cc1
  5	0.95	9	-16
- Cc1cc(NC(=O)CSc2nc3c(c(=O)n2Cc2ccccc2)SC(C)C3)no1 (configuration not stated)
  8	1.1	-4	2
- CCOC(=O)c1[nH]c2ccccc2c1NC(=O)c1ccco1
  10	1.1	2	-5
- CCCCC(=O)Nc1c(O)c2ccccc2[nH]c1=O
  4	1	6	-16
- COc1ccc(-n2c(C)nc3cc(C(=O)NCc4ccco4)ccc32)cc1
  4	1.1	7	-16
- COc1ccc(NC(=O)CNS(=O)(=O)c2cccs2)cc1
  0	1	10	-21
- Cc1cccc(-n2ccnc2SCC(=O)Nc2cc(C)on2)c1
  18	1	-1	1
- COC(=O)c1cc(-c2ccccc2)n(CC(=O)O)c1C
  0	0.95	-2	-10
- NC(=O)CN1CCN(C(=O)NC2CCCCC2)CC1
  7	0.93	6	-8
- CCOc1ccccc1CNS(=O)(=O)c1ccc2c(c1)oc(=O)n2C
  12	1	3	-3
- O=C1NC(c2ccccn2)Nc2sc3c(c21)CCC3 (configuration not stated)
  2	1.4	?	?
- Cc1cc(NC(=O)CCCC(=O)Nc2ccc(F)cc2)no1
  4	0.99	5	-18
- Cc1cc(NC(=O)c2cc(-c3cccs3)on2)no1
  6	1.1	3	-16
- NC(=O)CSc1nc(-c2ccccc2Cl)ns1
  5	1.1	-4	16
- CSc1ccccc1NC(=O)c1noc2c1CCC2
  9	1.1	0	-8
- CC(=O)C1=C(O)C(=O)N(Cc2ccco2)C1c1ccc2c(c1)OCO2 (configuration not stated)
  3	1.1	8	-18
- CC(=O)c1cccc(NC(=O)c2oc(C)nc2C)c1
  25	1.1	-12	10
- CCOC(=O)c1ccccc1NC(=O)c1cccc2c1C(=O)N(C1CCN(C(=O)OCC)CC1)C2
  5	1.2	-11	24
- CCN1CCN(c2c(Cl)cccc2NC(=O)c2ccco2)CC1
  6	1	-8	1
- O=C(Nc1ccccc1C(=O)O)c1cccc(NC(=O)c2ccc(Br)o2)c1
  8	1.1	1	-2

Next section
Every second line gives: LNCaP diff act	Autofluor Jurkat	VLA-4 allo ag	VLA-4 antagonist
- C=CCn1cc(C(=O)NCC2CCCO2)c(=O)c2cc(S(=O)(=O)N3CCCCCC3)ccc21 (configuration not stated)
  10	1.1	-7	-4
- CC(=O)c1ccc(NC(=O)c2ccn[nH]2)cc1
  6	1	0	-7
- O=[n+]1cc(-c2ccc(F)cc2)n([O-])c2c1CCC2
  10	1	0	2
- Cc1ccc(S(=O)(=O)Nc2ccc3ncccc3c2)cc1
  4	1.1	-14	-10
- COc1ccc2nc(NC(=O)CSc3nnc(-c4ccoc4C)n3C)sc2c1
  7	0.98	-7	-3
- CCOC(=O)Cc1csc(NC(=O)COc2ccc(OC)cc2)n1
  4	1.1	4	-5
- Cc1ccc(N(C(=O)c2ccc3c(c2)OCO3)C2C=CS(=O)(=O)C2)cc1 (configuration not stated)
  1	1.1	-2	4
- COc1ccc(C)cc1C(=O)C1CC(C(=O)O)C(C)(C)C1C (configuration not stated)
  3	1.1	-2	-4
- CCCS(=O)(=O)N1CCCC(C(=O)NCCc2ccc(OC)c(OC)c2)C1 (configuration not stated)
  12	1	3	1
- COc1cccc(-c2nc(CS(=O)CC(=O)NCCCOC(C)C)c(C)o2)c1 (configuration not stated)
  13	1	1	0
- COC(=O)C(C)Sc1nnc(Cc2cc(=O)[nH]c(=O)[nH]2)n1-c1ccc(Cl)cc1 (configuration not stated)
  10	0.95	2	1
- CSc1nnnn1CCn1nnnc1SC
  13	1	2	-29
- CCOc1ccc(NCCC(=O)c2ccc3c(c2)OCO3)cc1
  3	1	4	-14
- O=C(Nc1cccc(Cl)c1)C1CCCN(S(=O)(=O)c2cnc[nH]2)C1 (configuration not stated)
  8	1.1	-8	21
- CCOc1ccc(CCNC(=O)C2CCCN(c3nn4c(=O)cc(C)nc4s3)C2)cc1OCC (configuration not stated)
  18	1.1	0	5
- CCc1c(C)sc(NC(=O)c2cc(-c3ccco3)on2)c1C#N
  4	1	5	-29
- CCOC(=O)N1CCC(NC(=O)Cn2c3c(c(-c4ccccc4Cl)cc2=O)CCC3)CC1
  9	1	-2	-2
- CCOC(=O)c1nnn(-c2nonc2-n2cccc2)c1CN1CCC(C)CC1
  10	0.87	8	-19
- CC1(C)CC(=O)c2c(O)cc(O)cc2O1
  8	1	-21	-33
- O=C(NC1CCCc2ccccc21)C1CCN(S(=O)(=O)N2CCCCCC2)CC1 (configuration not stated)
  12	0.97	5	-34

Some of the entries so far, with tabs:
molecule	LNCaP diff act	Autofluor Jurkat	VLA-4 allo ag	VLA-4 antagonist
Cc1ccc(S(=O)(=O)Nc2ccc3ncccc3c2)cc1	4	1.1	-14	-10
COc1ccc2nc(NC(=O)CSc3nnc(-c4ccoc4C)n3C)sc2c1	7	0.98	-7	-3

The results go on:
Every second line gives: LNCaP diff act	Autofluor Jurkat	VLA-4 allo ag	VLA-4 antagonist
- CN1C(=O)c2c(sc3c2CCCC3)NC1c1ccccc1O (configuration not stated)
  18	1	-6	10
- COc1ccc(CNC(=O)Nc2cccs2)cc1OC
  9	1.1	1	-17
- Cc1cccc2[nH]c3c(N4CCN(C(=O)c5ccco5)CC4)ncnc3c12
  .	1.1	-5	19
- CCOC(=O)C(NC(C)=O)(Nc1ccc(S(=O)(=O)Nc2cc(C)nc(C)n2)cc1)C(F)(F)F (configuration not stated)
  6	1	-1	36
- COc1cccc(-c2cc(C(=O)NCc3ccco3)no2)c1
  5	1.1	-10	19
- CCOc1ccc(CC(=O)Nc2c(C(N)=O)oc3ccccc23)cc1OCC
  18	0.98	-2	1
- Cc1ccc(OC(=O)c2cccc(C(=O)Oc3ccc(C)cn3)n2)nc1
  10	1	-6	-2
- CCOCCn1cnc2sc(C(=O)Nc3nc(C)c(C(=O)OCC)s3)c(C)c2c1=O
  5	1	1	-9
- COc1ccc(-n2c(COc3ccccc3)nnc2SCc2ccc(C#N)cc2)cc1
  19	1.1	-2	-2
- O=C(Nc1cccc(C(F)(F)F)c1)c1cccnc1N1CCCC1
  12	0.93	-2	-22
- COc1cc2c(cc1OC)CN(C(=O)CSc1nnc3scc(-c4ccccc4)n13)CC2
  5	0.99	2	-4
- Cc1oc(-c2ccccc2F)nc1CS(=O)(=O)CC(=O)N1CCOCC1
  5	0.89	1	10
- COc1cccc(-c2nnc(NC(=O)c3ccc(S(=O)(=O)N4CCOCC4)cc3)o2)c1
  14	1	-3	-5
- CCOc1ccc(N(CC(=O)NC(C)(C)C)S(=O)(=O)c2c(C)noc2C)cc1
  11	1.1	-6	19
- CC1CC(C)(C)NCc2ccccc21 (configuration not stated)
  4	0.91	-1	1
- COCCNC(=O)Cn1c(=O)n(Cc2ccc(C(=O)NCc3ccco3)cc2)c(=O)c2ccccc21
  8	1	-6	-12
- NS(=O)(=O)c1ccc(CCNC(=O)CCCC2=NS(=O)(=O)c3ccccc3N2)cc1
  2	1	-3	-14
- O=C(CSc1nc(-c2ccco2)cc(C(F)(F)F)n1)Nc1ccc(C(=O)N2CCCCC2)cc1
  14	1	-9	24
- CCOc1ccc(NC(=O)c2cccc3c2C(=O)N(Cc2cccnc2)C3)cc1
  5	1.1	4	9
- O=C(Nc1ccc(N2CCOCC2)cc1)c1cccc(S(=O)(=O)N2CCCC2)c1
  10	1	-7	-1

(more compounds)
Every second line gives: LNCaP diff act	Autofluor Jurkat	VLA-4 allo ag	VLA-4 antagonist
- C=CCN1C(=O)c2ccccc2Sc2ccc(C(=O)N3CCN(C)CC3)cc21
  4	0.98	6	6
- CCn1c(C(=O)NCc2ccccn2)cc2sccc21
  8	1.1	-6	6
- Cc1cc(NC(=O)C2CCCC2)nc2c1c(=O)oc1ccccc12
  6	1.3	-1	-6
- Cc1ccc(S(=O)(=O)N2CCCC2C(=O)Nc2ccc(O)cc2)cc1 (configuration not stated)
  6	1.1	-3	4
- Cc1csc(NC(=O)C(Cc2ccccc2)n2cccc2)n1 (configuration not stated)
  6	1.1	-8	-2
- COc1cccc(C(=O)Nc2cccc(C(=O)N3CCOCC3)c2)c1
  7	0.95	4	-19
- O=C(NCc1ccco1)c1ccc(CS(=O)(=O)Cc2ccc(Cl)cc2)o1
  11	0.91	4	5
- CN(C)C(=O)N1CCC(C(=O)NCc2cccs2)CC1
  2	0.96	-4	5

Among those listed so far, these contain a COOH group:
Every second line gives: LNCaP diff act	Autofluor Jurkat	VLA-4 allo ag	VLA-4 antagonist
- CC(Oc1ccc2oc(-c3ccccc3)c(C(=O)O)c2c1)C(=O)O (configuration not stated)
  8	1	-4	2
- Cc1ccc(S(=O)(=O)N2CCC(C(=O)N[C@@H](Cc3ccccc3)C(=O)O)CC2)cc1
  4	1.1	7	-9
- COC(=O)c1cc(-c2ccccc2)n(CC(=O)O)c1C
  0	0.95	-2	-10
- O=C(Nc1ccccc1C(=O)O)c1cccc(NC(=O)c2ccc(Br)o2)c1
  8	1.1	1	-2
- COc1ccc(C)cc1C(=O)C1CC(C(=O)O)C(C)(C)C1C (configuration not stated)
  3	1.1	-2	-4
